High-throughput results as filed in PubChem.
H37Rv inhibition: M. tuberculosis growth inhibition, HTS (AID 449762); inhibition, % at 25 µM; hits with a dose series show IC50 in µM; M. tuberculosis H37Rv growth inhibition, 7H9 media; higher % means a stronger effect; actives 0.59% (n = 330,000); in the data active = a potency from the dose series; inconclusive = inhibition above about 70% without an active follow-up result;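 also: bacterial growth assessed after seven days of incubation; strong numbers were not always called active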
inhibitors of VEEV: inhibitors of VEEV TC-83 cytopathic effect, confirmation, Vero cells (AID 588727). Vero cells, VEEV TC-83 cytopathic effect inhibition; higher % means a stronger effect. one-dose inhibition, % at 20 µM; IC50 in µM for titrated hits. actives 0.13% (n = 350,000); in the data active = a potency from the dose series; inconclusive = inhibition mostly from about 14% at the one dose, without a potency; inactive = the rest, 99 in 100 with inhibition below about 12%; also: strong numbers were not always called active
influenza NS1A: NS1A inhibition, H1N1 influenza, cell based functional assay (AID 504329); actives 0.3% (n = 340,000); inhibition, % at 12.5 µM, or IC50 in µM where a hit was titrated; NS1A functional cell-based assay, percent inhibition; higher % means a stronger effect; in the data active = a potency from the dose series; inconclusive = inhibition above about 27% without an active follow-up result; also: strong numbers were not always called active
M. tuberculosis: growth inhibition of non-replicating M. tuberculosis (AID 488890) | Mycobacterium tuberculosis non-replicating, growth inhibition; higher % means a stronger effect | inhibition, % at 25 µM, or IC50 in µM where a hit was titrated | actives 0.39% (n = 320,000); in the data active = a potency from the dose series; inconclusive = inhibition mostly from about 82% at the one dose, without a potency; inactive = the rest, 99 in 100 with inhibition below about 76%;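 also: plate controls were DMSO cells for no effect and high antibiotic wells for full effect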
PhoP GFP inhibition: Inhibition of PhoP regulon, Salmonella typhi GFP reporter cells, confirmation, 4 h (AID 1850); Salmonella Typhi PhoP-promoter GFP reporter, fluorescence, 4 h; higher % means a stronger effect; inhibition, % at 50 µM; hits with a dose series show IC50 in µM; actives 0.33% (n = 310,000); in the data active = a potency from the dose series; inconclusive = inhibition mostly from about 25% at the one dose, without a potency; inactive = the rest, 99 in 100 with inhibition below about 19%;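 also: 0% = induced wells with vehicle and 100% = uninduced wells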
inhibitors of VEEV 10K pilot screen: recorded beside inhibitors of VEEV, whose call it bears; inhibition, %; measured here: 10K pilot screen inhibition
* marks the source's active call; other numbers are inactive results; i = inactive; ? = inconclusive; / = no result given.

SMILES | H37Rv inhibition | inhibitors of VEEV | influenza NS1A | M. tuberculosis | PhoP GFP inhibition | others
CCOC(=O)c1c(C)[nH]c(C(=O)OCC(=O)NC2CCS(=O)(=O)C2)c1C (stereo not given) | -12.7% | 9.2% | -16.0% | -0.2% | 0.9%
COC(=O)c1sc2ccccc2c1-n1cccc1C(=O)C(=O)Nc1ccc(OC)cc1 | 0.9% | 7.5% | 2.2% | 6.5% | 5.6%
CCCCN(C)C(=S)Nc1ccc2nc3n(c(=O)c2c1)CCCCC3 | 17.4% | i | 4.8% | 15.3% | -0.7%
O=C(C1=C[C@@H](C2CCCCC2)C[C@@H](OCCCCO)O1)N1CCN(Cc2ccccc2)CC1 | 5.7% | 0.3% | -3.3% | 15.6% | -4.2%
COc1ccc(CCNC(=O)C2CCC(=O)N(C3CC3)C2)c(OC)c1 (stereo not given) | 5.9% | 0.6% | -12.2% | 5.7% | -3.4%
O=C(O)CCCCCNC(=O)CCn1nnc2ccccc2c1=O | -12.1% | 2.4% | -4.0% | -8.7% | -7.1%
COc1cc2c(cc1OC)CN(C(=O)CN(C)S(=O)(=O)c1ccc(NC(C)=O)cc1)CC2 | 1.2% | i | -9.3% | 12.7% | 8.0%
CC/C(=N\Nc1ccccc1)c1c(O)n(-c2ccc(OC)cc2)c(=O)[nH]c1=O | ? | 1.7% | 10.8% | ? | -3.8%
CC1CCc2c(c3ccccc3n2C(=O)CCl)C1 (stereo not given) | -5.6% | 0.1% | -8.4% | ? | -7.1%
COc1ccc(C2NC(=O)CCC2[N+](=O)[O-])cc1 (stereo not given) | 3.4% | 0.3% | 16.5% | -21.3% | 0.5%
O=C(NC1CC1)c1cccc(S(=O)(=O)N2CCOCC2)c1 | 0.8% | 0.7% | -0.2% | 18.2% | /
COCCn1c(=S)[nH]c2cc(C(=O)NCC3CCCO3)ccc2c1=O (stereo not given) | -3.1% | i | -2.2% | 15.4% | -7.1%
Cc1cccc(Nc2nnc(SCC(=O)NC3CCCc4ccccc43)s2)c1 (stereo not given) | -0.3% | 5.6% | 28.6% | -1.4% | -5.7%
O=C(Nc1cccc(Oc2c(F)c(F)c(F)c(F)c2F)c1)N1C[C@@H]2C[C@@H](C1)c1cccc(=O)n1C2 | -10.3% | i | 1.0% | 0.3% | 1.1%
O=C(c1cc(F)ccc1F)C1CCCN(Cc2cccn2-c2ccccn2)C1 (stereo not given) | 0.9% | i | 3.6% | 10.7% | -6.1%
COc1ccccc1Nc1nn2c(=O)c3ccc(C(=O)N4CCC(C)CC4)cc3nc2s1 | ? | 10.6% | -0.8% | / | 7.8%
Cc1ccc(Nc2ncnc3c2nnn3Cc2ccccc2)cc1 | 7.2% | 3.9% | / | 24.5% | 2.7%
O=C(CCNC(=O)c1ccccc1Cl)Nc1cc(S(=O)(=O)N2CCOCC2)ccc1N1CCOCC1 | 5.6% | i | 9.4% | -0.4% | -5.7%
CCN(CC)S(=O)(=O)c1ccc(N2C(=O)CC2(/C=C/c2ccccc2)C(=O)NC2CCCC2)cc1 (stereo not given) | -2.1% | i | 23.0% | 5.5% | -3.3%
CCC1(C)Cc2c(sc3nc(SC)nc(NCCN(C)C)c23)CO1 (stereo not given) | -8.6% | i | -21.2% | 18.7% | 1.1%
COc1ccccc1CN1CCN(S(=O)(=O)c2ccccc2)CC1 | 3.4% | 0.9% | -9.6% | -9.1% | -2.8%
c1ccc(CNCCC(Cc2ccccc2)c2ccco2)cc1 (stereo not given) | 9.5% | i | -1.8% | i | 4.6%
O=C(CSc1ccccc1)Nc1ccccc1C(=O)N1CCCC1 | 6.0% | 0.3% | -14.5% | -1.7% | 7.2%
O=C(Cn1ccc2ccccc2c1=O)NCCC(=O)N1CCN(C(=O)c2ccco2)CC1 | -7.7% | 1.4% | 2.4% | -4.6% | -0.6%
NC(=O)c1nsc(C(=O)N(Cc2cccnc2)C(C(=O)NC2CCCCC2)c2ccc(F)cc2)c1N (stereo not given) | 10.9% | i | -3.1% | 16.2% | -9.8%
CC1(C)CC(NC(=O)c2ccc(Cl)c(S(=O)(=O)N(Cc3ccccc3)c3ccccc3)c2)CC(C)(C)N1 | 24.5µM* | i | 8.4% | 65.1% | 2.3%
N#CCC(=O)N/N=C/c1cn(Cc2ccc(Cl)c(Cl)c2)c2ccccc12 | 2.0% | 0.5% | -1.7% | -1.9% | -7.9%
CCSc1nnc(NC(NC(=O)c2ccco2)(C(F)(F)F)C(F)(F)F)s1 | 0.1% | 0.3% | -0.9% | -22.9% | -4.4%
O=c1oc2c3c4c(cc2c(C(F)(F)F)c1CCN1CCOCC1)CCCN4CCC3 | 13.8% | 5.2% | -9.6% | 17.1% | -26.0%
COc1cccc2cc(C(=O)NCc3ccc(Cl)cc3)c(=O)oc12 | 57.1% | 1.2% | 0.1% | 57.8% | -1.1%

Looked up one by one from above:
SMILES | H37Rv inhibition | inhibitors of VEEV | influenza NS1A | M. tuberculosis | PhoP GFP inhibition | others
COc1ccccc1CN1CCN(S(=O)(=O)c2ccccc2)CC1 | 3.4% | 0.9% | -9.6% | -9.1% | -2.8%
CCC1(C)Cc2c(sc3nc(SC)nc(NCCN(C)C)c23)CO1 (stereo not given) | -8.6% | i | -21.2% | 18.7% | 1.1%
O=C(CCNC(=O)c1ccccc1Cl)Nc1cc(S(=O)(=O)N2CCOCC2)ccc1N1CCOCC1 | 5.6% | i | 9.4% | -0.4% | -5.7%
O=C(CSc1ccccc1)Nc1ccccc1C(=O)N1CCCC1 | 6.0% | 0.3% | -14.5% | -1.7% | 7.2%
O=c1oc2c3c4c(cc2c(C(F)(F)F)c1CCN1CCOCC1)CCCN4CCC3 | 13.8% | 5.2% | -9.6% | 17.1% | -26.0%
COc1cccc2cc(C(=O)NCc3ccc(Cl)cc3)c(=O)oc12 | 57.1% | 1.2% | 0.1% | 57.8% | -1.1%

Remaining list, next part
SMILES | H37Rv inhibition | inhibitors of VEEV | influenza NS1A | M. tuberculosis | PhoP GFP inhibition | others
Cc1ccc(CN2CCN(Cc3cc4ccccc4o3)CC2CCO)cc1 (stereo not given) | 5.5% | i | 0.7% | 5.8% | 1.8%
Cc1nc2ccccc2nc1OCc1ccccc1 | 10.9% | i | 1.7% | 41.2% | -2.9%
CN1C[C@@H]2C[C@@H](C3=Cc4cc(Cl)ccc4OC3)N3CCC[C@@]23C1=O | -9.3% | 3.7% | -0.3% | / | 8.4%
Cc1cccc(NC(=S)N(CCCN2CCCC2)Cc2cccn2Cc2ccc(Cl)cc2)c1 | 42.3% | 3.0% | 13.1% | ? | 5.1%
O=C(CSc1nc2cc(Cl)ccc2o1)N1CCOCC1 | 0.5% | 0.0% | -23.4% | 18.9% | 1.1%
COc1ccc(/C=C2\SC(=S)N(C(Cc3ccccc3)C(=O)O)C2=O)cc1 (stereo not given) | / | 0.9% | 6.7% | / | / | inhibitors of VEEV 10K pilot screen=0.0
CN(C)CCN(C(=O)c1ccc2c(c1)CCCC2)c1nc2cc3c(cc2s1)OCCO3 | -5.4% | 9.1% | 17.2% | -12.8% | 10.9%
CCOCCOC(=O)C1=C(C)N(C)C(=O)NC1c1cc(Cl)c(O)c(OC)c1 (stereo not given) | -11.4% | 1.4% | -2.4% | -0.6% | -4.0%
Cc1nnc(CN(C)C(=O)c2cc(COc3ccc(F)cc3Cl)on2)o1 | -10.4% | 0.6% | -3.1% | -8.6% | 1.4%
Cc1noc(C)c1CSCC(=O)OCC(=O)Nc1sccc1C#N | -8.3% | 2.6% | 6.9% | 7.4% | -2.4%
CC1(OC(=O)C2CCCC2)C(=O)C=C2C=C(c3ccsc3)N(c3ccccc3)C=C2C1=O (stereo not given) | -0.1% | i | 2.7% | 13.0% | 8.5%
O=C(CS(=O)(=O)c1ccccc1)c1ccc2c(c1)OCCO2 | 4.0% | 2.9% | 5.3% | 7.4% | 13.0%
Cc1cccc(NS(=O)(=O)c2nnc(NC(=O)c3ccccc3F)s2)c1 | -7.9% | i | 4.3% | 36.4% | 12.0% | inhibitors of VEEV 10K pilot screen=0.6
Cc1ccccc1OCC(O)Cn1c(SC(C)C)nc2c1c(=O)[nH]c(=O)n2C (stereo not given) | 2.9% | i | 0.8% | 16.7% | -7.4%
CN(C)[C@@H]1CCC[C@@H]1OC(=O)C(c1ccccc1)c1ccccc1 | -6.1% | i | 3.9% | 0.6% | -1.8%
CCn1cc(C(=O)NCC(=O)OC)c2cc(OC)c(OC)cc2c1=O | -5.6% | 1.7% | -0.2% | -9.8% | -0.7%
Cc1cccc(CCNS(=O)(=O)c2ccc3c(c2)NC(=O)CO3)c1 | -0.6% | 2.5% | -6.0% | 4.5% | 2.1%
CCn1cc(CNCc2c(C(=O)N3CCCCC3)nc3c(C)cccn23)cn1 | 2.4% | 0.2% | 1.1% | 3.3% | -4.1%
O=c1cc(CN2CCCCC2)nc(C2CC2)[nH]1 | 1.2% | 0.1% | 2.2% | -5.8% | 2.6%
O=C(Cc1cccs1)Nc1ccccc1F | 1.7% | i | -5.4% | 13.7% | -0.5%
Cc1nc(C)c(-c2ccc(SCc3ccccc3F)nn2)s1 | 4.8% | 2.8% | -12.9% | 50.7% | 33.7%
COc1ccc(CCNC(=O)[C@H](CC(C)C)NC(=O)N2CCn3c2nc2ccccc23)cc1OC | 2.4% | 1.9% | 11.8% | 11.1% | -4.6%
CCN(Cc1ccc(OC)c(F)c1)C(=O)c1oc2ccccc2c1COC | 0.8% | 6.3% | 3.5% | 16.9% | 0.2%
Fc1ccc(C2NCCn3cccc32)cc1 (stereo not given) | -1.0% | 0.2% | 0.3% | 10.1% | 16.5%
O=C(CCc1nc2ccccc2[nH]1)Nc1ccc2c(c1)OCCO2 | -3.9% | 1.4% | -2.5% | -1.8% | -4.9%
CC(=O)OCCCCCCCCCCC[N+]1(C)CCCCC1 | -6.4% | i | -10.0% | 13.7% | -9.8%
O=C(CN1C(=O)N/C(=C\c2ccccc2OCc2ccc(C(=O)O)cc2)C1=O)Nc1ccc(F)cc1 | 8.7% | 4.7% | -8.7% | 8.1% | 3.4%
CCOc1ccc(CCNC(=O)CN(C)S(=O)(=O)c2cccc3nsnc23)cc1OCC | 0.7% | 4.3% | 9.7% | -11.6% | 6.1%
Cc1nc2c(cc1N)nc(C)n2Cc1ccccc1 | -1.2% | 0.2% | 0.1% | -2.1% | -2.1%
CCC1CCCCN1S(=O)(=O)c1ccc2c(c1)CCN2C(=O)C1CCC1 (stereo not given) | -1.8% | i | -12.3% | 22.5% | -8.8%
O=C(O)c1cccc(S(=O)(=O)N2CCN(S(=O)(=O)c3ccc4ccccc4c3)CC2)c1 | / | 5.5% | -4.2% | / | /
O=C(c1ccco1)N1CCCC(c2nc3c(nnn3Cc3ccc(F)cc3)c(=O)[nH]2)C1 (stereo not given) | 4.2% | 3.3% | -2.9% | -9.7% | -17.7%
CCOc1ccc(CN(C(=O)/C=C/c2ccco2)C2CCS(=O)(=O)C2)cc1 (stereo not given) | 6.1% | 2.4% | 6.0% | 10.3% | 10.0%
CC(CCc1ccccc1)NC(=O)CNC(=O)c1ccccc1Br (stereo not given) | 4.5% | 2.5% | -6.0% | -0.2% | -4.6%
COc1cccc(NC(=O)c2ccc(NC(C)=O)cc2)c1 | -7.3% | 7.2% | 10.8% | -7.7% | 12.5%
Cn1c(O)c(N=NC(=O)C2COc3ccccc3O2)c2ccccc21 (stereo not given) | 0.5% | 6.7% | -4.8% | -0.4% | 2.1%
C#CCOCCOCCOCCNc1nc(N2CCN(C(=O)Cn3cc(CCCN=C(N)N)nn3)CC2)nc(N2CCN(C(=O)[C@H](CCCCN)n3cc(CCC(=O)O)nn3)CC2)n1 | -3.8% | i | 9.5% | 3.7% | -1.2%
COc1cc(C(=O)OCCn2c(=O)c3c(ncn3CCN(C)C)n(C)c2=O)cc(OC)c1OC | -2.2% | 2.2% | 5.2% | 1.5% | -2.8%
CCCNC(=O)C(Cc1ccccc1)NC(=O)c1ccc(C(C)(C)C)cc1 (stereo not given) | -2.6% | 0.2% | 2.6% | 14.4% | /
Cc1ccc(-n2[nH]c(C)c(C=Nc3cc(C)ccn3)c2=O)cc1 | 6.3% | i | 5.0% | 20.2% | 2.1%
